Screening results as filed in PubChem.
GPR151 ag: activators of human GPR151, primary screen, cell-based, PathHunter beta-arrestin, luminescence; PathHunter beta-arrestin GPR151 cells; activation, % at 11.2 µM; hit rate 1% among 650,000; AID 1508602, 2020; in the data active = activation above about 4.9%;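 note: 0% = median of compound wells and 100% = cells with positive control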
FBW7 activator: FBW7 E3 ligase activators, primary screen, biochemical, AlphaScreen, human. F-box/WD repeat-containing protein 7 (Homo sapiens), Q969H0. AlphaScreen FBW7–phospho-cyclin E peptide binding, activator screen. normalized activity (activation), % at 26.1 µM. hit rate 0.13% among 650,000. AID 1259310, 2017; in the data active = normalized activity above about 1.9%;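 note: purified mutant Fbw7 with reduced substrate affinity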
Target sequence (Q969H0 whole entry, looked up): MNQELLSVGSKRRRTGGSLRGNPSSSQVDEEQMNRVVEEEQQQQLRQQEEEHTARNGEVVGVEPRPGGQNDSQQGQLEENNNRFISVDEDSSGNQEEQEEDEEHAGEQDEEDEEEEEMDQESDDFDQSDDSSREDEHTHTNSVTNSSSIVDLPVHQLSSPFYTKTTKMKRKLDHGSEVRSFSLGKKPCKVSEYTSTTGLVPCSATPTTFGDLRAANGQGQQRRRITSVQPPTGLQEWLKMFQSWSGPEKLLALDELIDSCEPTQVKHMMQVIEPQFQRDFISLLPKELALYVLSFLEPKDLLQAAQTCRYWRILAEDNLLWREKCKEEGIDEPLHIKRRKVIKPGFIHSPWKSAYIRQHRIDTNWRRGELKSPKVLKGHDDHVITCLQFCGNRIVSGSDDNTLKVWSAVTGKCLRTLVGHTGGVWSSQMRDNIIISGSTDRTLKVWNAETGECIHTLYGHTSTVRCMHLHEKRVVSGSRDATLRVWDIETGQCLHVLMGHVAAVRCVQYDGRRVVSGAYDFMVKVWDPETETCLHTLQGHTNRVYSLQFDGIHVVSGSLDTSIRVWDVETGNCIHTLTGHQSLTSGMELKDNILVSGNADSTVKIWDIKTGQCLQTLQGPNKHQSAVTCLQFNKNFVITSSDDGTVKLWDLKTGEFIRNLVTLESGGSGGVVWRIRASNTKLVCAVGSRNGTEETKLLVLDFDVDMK
MITF primary: MITF inhibitors, primary screen, biochemical, AlphaScreen, human. inhibition, % at 2.6 µM. hit rate 0.91% among 650,000. AlphaScreen MITF homodimerization, bead proximity signal. Microphthalmia-associated transcription factor (Homo sapiens), O75030. AID 1259374, 2018; in the data active = inhibition above about 50%;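 note: 0% = vehicle wells with protein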
TEAD-YAP block: TEAD-YAP interaction inhibition, primary screen, TEAD-YAP interaction inhibitor project, luminescence, HEK-TIYL cells | TEAD-Gal4/YAP UAS-luciferase luminescence | AID 1259422, 2018 | hit rate 1.4% among 640,000 | inhibition, % at 9.12 µM; in the data active = inhibition above about 32%;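 note: 0% = median of test compound wells and 100% = reference inhibitor wells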
An asterisk follows results filed as active. No enrichment for hits (roughly 3.4% active in at least one column).

canonical_smiles,TEAD-YAP block,MITF primary,GPR151 ag,FBW7 activator
COc1ccc(N2C(=O)S/C(=C\c3ccc(O)c(OC)c3)C2=O)cc1,0,21,0.6,0.0
Cc1cc(Cl)ccc1OCC(N)=O,-15,17,-0.7,0.1
Nc1ccc(NC(=O)c2cccs2)c(Cl)c1,-34,2,-1.1,0.1
COc1cc([N+](=O)[O-])ccc1NC(=O)NCc1ccccc1F,8,4,2.3,-0.1
CCCN1C(=O)C2C(C(=O)Nc3cc(Cl)cc(Cl)c3)C3C=CC2(O3)C1C(=O)NC1CCCCC1 (centres undefined),4,5,-0.9,0.1
COc1ccccc1C1CC(C(F)(F)F)n2ncc(C(=O)N3CCOCC3)c2N1 (centres undefined),-12,8,0.4,-0.2
CCCCOC(=O)c1cc(NC(=S)NC(=O)c2ccc(OC)c(Cl)c2)ccc1Cl,-11,-11,-0.3,0.2
O=C(CC1Sc2ccccc2NC1=O)Nc1cc(Cl)ccc1Cl (centres undefined),3,19,-0.2,0.1
O=C(CCCOc1ccccc1)Nc1ncccn1,-12,-4,0.2,-0.1
CC(CN1CCc2nnc(CCNC(=O)C3CCOCC3)n2CC1)c1ccccc1 (centres undefined),-4,-12,-0.6,-0.1
O=C1NCCN1C(=O)C(c1ccccc1)c1ccccc1,-3,20,-0.8,0.1
O=C(Nc1ccc2oc(-c3ccc(Cl)c(Cl)c3)nc2c1)c1ccc([N+](=O)[O-])o1,5,-13,-0.6,0.1
O=C(NCC(c1ccccc1)c1ccccc1)c1cccc2nccnc12,-2,-5,-0.4,0.0
COc1ccc(/C=N/NC(=O)C(=O)NCc2ccc(Cl)cc2)cc1,-3,-11,-0.2,0.1
COc1ccccc1N1CCN(C(=O)Cc2ccccc2[N+](=O)[O-])CC1,-12,0,1.4,0.0
O=C(O)Cc1ccc(S(=O)(=O)Nc2ccccc2C(=O)O)cc1,3,-6,4.7,0.1
CN(C(=O)NCc1ccccc1)c1ccccc1,-2,9,-1.3,0.1
Cc1ncoc1C(=O)Nc1ccc2c(c1)OCCO2,-13,11,-4.4,0.2
O=C(OC(C(=O)NC1CCCCC1)c1ccncc1)c1ccco1 (centres undefined),4,3,-1.5,0.1
O=C(CCc1ccccc1)NNC(=O)COc1cccc2ccccc12,17,-4,1.0,-0.1

Complete entries, looked up by structure. Screens in order: TEAD-YAP block	MITF primary	GPR151 ag	FBW7 activator
Entry for CN(C(=O)NCc1ccccc1)c1ccccc1 → -2	9	-1.3	0.1
Entry for COc1cc([N+](=O)[O-])ccc1NC(=O)NCc1ccccc1F → 8	4	2.3	-0.1
Entry for COc1ccc(/C=N/NC(=O)C(=O)NCc2ccc(Cl)cc2)cc1 → -3	-11	-0.2	0.1
Entry for O=C(O)Cc1ccc(S(=O)(=O)Nc2ccccc2C(=O)O)cc1 → 3	-6	4.7	0.1

Later entries.
canonical_smiles,TEAD-YAP block,MITF primary,GPR151 ag,FBW7 activator
CCOC(=O)C1CCN(C(=O)Cc2cccs2)CC1,-7,-2,0.0,-0.1
CC1(C)N=C(Nc2ccccc2)SC1=N,5,2,0.0,0.0
CC(C)(C)C1=NN(CC(=O)NCCCN2CCOCC2)C(=O)c2cc3ccccc3n2C1,-3,20,-0.5,0.2
CC(=O)Cc1c(C(=O)O)c(C)nn1-c1ccccc1,3,1,0.9,0.2
O=S(=O)(Cc1cccc(F)c1)NCc1cccc(Oc2ccc(F)cc2)c1,24,0,2.7,0.0
Cc1c(Cl)cccc1NC(=O)CC1C(=O)NCCN1C(=O)C(F)(F)F (centres undefined),2,9,-0.6,-0.2
COc1cc(C(=O)Nc2ccc(-c3nnc(-c4ccco4)o3)cc2)cc(OC)c1OC,-13,4,-0.1,0.1
CCN(CC)C(=O)C1CCCN(c2nccc(NC3CC3)n2)C1 (centres undefined),-9,25,-2.1,0.1
O=C(Nn1c(C2CCC2)nc2ccccc2c1=O)c1c(F)cccc1F,4,-10,-1.2,0.5
O=C1Nc2ccccc2Oc2cc([N+](=O)[O-])cc(Oc3ccc(Br)cc3)c21,4,5,11*,-0.1
Cn1cc(/C=C/C(=O)NCCN2Cc3ccccc3OC(c3ccccc3F)C2)cn1 (centres undefined),4,-4,1.3,0.0
COc1cc(-c2cnc3ccccc3c2)cc2c1OCCN(Cc1cnn(C)c1C)C2,-7,3,1.4,-0.5
CC1CCCC(C)N1C(=O)Cn1nnc2sc3c(c2c1=O)CCCC3 (centres undefined),-2,-2,1.5,-0.1
Cc1nc(NCCCn2ccnc2)c2ccccc2n1,9,8,0.0,0.0
CCOC(=O)c1c(NC(=S)NC(=O)Cc2cccs2)sc(C)c1C,-7,-3,-1.3,0.5
Cc1ccc(S(=O)(=O)n2c([N+](=O)[O-])cnc2C)cc1,-1,-8,-0.1,-0.1
COc1cc(/C=C2/C(=N)N3N=C(Cc4ccccc4)SC3=NC2=O)cc(Cl)c1OCCOc1ccccc1,-3,9,-0.6,0.1
CCNc1cc(C(=O)Nc2ccc(N3CCOCC3)cc2)ccn1,3,28,-0.5,-0.1
COc1ccc(Nc2ncc(-c3ccccc3)n3ccnc23)cc1,8,-2,0.3,-0.3
CCOC(=O)c1ccc(NC(=O)c2c(NCc3cccs3)sc3c2CCCC3)cc1,-1,25,-0.5,-0.1

Part of the list above in order of length of the SMILES, low to high:
canonical_smiles,TEAD-YAP block,MITF primary,GPR151 ag,FBW7 activator
CCN(CC)C(=O)C1CCCN(c2nccc(NC3CC3)n2)C1 (centres undefined),-9,25,-2.1,0.1
Cc1ccc(S(=O)(=O)n2c([N+](=O)[O-])cnc2C)cc1,-1,-8,-0.1,-0.1
COc1cc(/C=C2/C(=N)N3N=C(Cc4ccccc4)SC3=NC2=O)cc(Cl)c1OCCOc1ccccc1,-3,9,-0.6,0.1

Next records follow:
canonical_smiles,TEAD-YAP block,MITF primary,GPR151 ag,FBW7 activator
Cc1csc(NC(=O)CSc2nnc(NC(=O)c3ccco3)s2)n1,-13,1,-1.2,-0.1
Cc1ccc(O)c(NC(=O)CCS(=O)(=O)c2ccccc2)c1,-3,11,-0.7,0.1
COc1ccccc1C1CC(=O)Nc2c1ccc1c(O)cccc21 (centres undefined),7,13,0.0,0.0
Cc1ccc(NC2=CC(=O)CC(C)(C)C2)cc1Cl,-12,6,-0.1,0.1
Cc1ccc(NC(=O)CC2Oc3ccccc3NC2=O)c(C)c1 (centres undefined),-4,-3,0.2,-0.2
O=C1c2ccccc2-c2onc3c(N4CCOCC4)cc(Nc4ccc(Cl)cc4)c1c23,-9,26,1.1,0.2
Cc1cc(C)nc(/N=C(\N)N(C2CCCCC2)C2CCCCC2)n1,24,3,-0.4,-0.2
N/C(=N\OC(=O)c1ccccc1F)c1nonc1N,-20,2,0.2,0.1
CC1=C(C(=O)OCCOC(C)C)C(c2ccc(F)cc2)C2=C(CC(C)(C)CC2=O)N1 (centres undefined),15,0,-1.2,0.1
COc1ccc(C2CC(c3ccccc3)Nc3nc(N)nn32)cc1 (centres undefined),-2,4,0.7,-0.1
Cc1cc(NC(=O)C(C)C)ncc1NC(=O)c1ccccc1F,-4,17,-0.2,0.1
COc1ccc(CCNC(=O)C2CC=CCC2C(=O)O)cc1OC (centres undefined),-9,3,-0.1,-0.1
COc1ccccc1/C=C/c1nn2c(-c3ccccc3)nnc2s1,-1,7,1.7,-0.1
CC(C)N(CCNc1ncnc2c1nc(Nc1ccccn1)n2C(C)C)C(C)C,-4,-15,-0.1,-0.1
Cc1ccn(S(=O)(=O)c2ccc(N3CCCC3=O)c([N+](=O)[O-])c2)n1,-8,8,0.5,0.6
COc1ccc(-c2noc(CN(C)C(=O)NC3CCCCC3)n2)cc1,1,10,-1.3,0.9
COC(=O)c1ccccc1NS(C)(=O)=O,4,3,0.1,-0.2
CC1NC(=S)N(c2ccc(C(C)C)cc2)C1=O (centres undefined),-28,5,-0.5,0.3
COc1ccc(Nc2ncnc3nc[nH]c23)cc1,11,-1,-2.9,-0.1
O=C1C2CC=C(Cl)CC2C(=O)N1C1CCCCC1 (centres undefined),4,12,0.2,0.6
CC1CCC(NC(=O)C2CC(=O)N(c3ccc(F)cc3)C2)CC1 (centres undefined),0,6,2.7,0.1
C/C(=N\Nc1nc(Cl)c(C#N)c(Cl)c1Cl)c1ccc(N)cc1,8,-12,0.5,0.3
O=C(O)c1ccc2c(c1)C(=O)N(c1ccc(Cl)c(C(=O)O)c1)C2=O,-1,11,-0.7,0.9
Cc1nc([N+](=O)[O-])c(Br)n1CC(=O)c1ccc2ccccc2c1,31,21,1.8,0.0
COc1ccc(C(N)CCc2ccco2)cc1 (centres undefined),-2,0,-0.4,-0.1
CCCCN1CCN(c2ccc(OC)cc2)C1=O,-50,-8,-2.3,-0.1
COc1cccc(CC2(CO)CCN(C(=O)c3ccc(N4CCCC4)cc3)CC2)c1,3,6,-1.5,-0.1
Cc1nc([N+](=O)[O-])cn1CC(N)=O,1,8,0.1,0.0
Cc1[nH]ncc1-c1ccc(NC(=O)C2COc3ccccc3O2)c(SCCN(C)C)c1 (centres undefined),-4,15,0.8,0.0
O=C1NC(=O)C(=Nc2nc3ccccc3s2)C(=O)N1,-11,0,-0.4,-0.2
CN(C)c1ccc(-c2nc(-c3ccc(Br)cc3)c(-c3ccc(Br)cc3)[nH]2)cc1,3,7,0.8,-0.1
Cc1ccc(/C=C2N=C(/C=C\c3cccc([N+](=O)[O-])c3)OC/2=O)o1,-6,9,-1.1,-0.2
NC(=O)c1ccc(-c2nc(NC3CCN(Cc4ccccc4)CC3)c3[nH]cnc3n2)cc1,-6,16,1.8,0.2
O=C(CCn1c(=O)oc2ccccc21)n1c(=O)oc2ccccc21,-12,-10,1.5,0.1
CC1=CC2=NC(=O)/C(=C\c3ccc(OCCCOc4ccccc4)c(Cl)c3)C(=N)N2O1,-65,-3,-1.7,-0.1
CCC(C)NC(=O)CSc1nc2ccccc2c2nc(CCn3nc(C)cc3C)nn12 (centres undefined),-7,3,2.1,0.0
CCC(C(=O)N1CCN(CC)CC1)n1nc(C)c2sc3ccccc3c2c1=O (centres undefined),1,8,1.0,0.2
Cc1ccc(C(=O)N/C(=C\c2ccc(Br)cc2)C(=O)Nc2ccc(Cl)c([N+](=O)[O-])c2)cc1,3,-4,0.5,-0.2
CCCn1c(CCC(=O)NCc2ccc(OC)cc2)nc2cccnc21,-8,-1,1.1,0.0
CN(C)c1nc2nonc2nc1N(C)Cc1ccncn1,9,11,0.6,0.4
Cc1cccc(N2C(=S)NC3c4cc(Cl)cc(Cl)c4OC2(C)C3C(=O)Nc2ccc(Cl)cc2)c1 (centres undefined),11,14,0.2,-0.1
CCC(=O)n1c(=O)oc2cc(Cl)ccc21,14,8,0.6,0.0
COc1ccc(-c2nc3cc(C)c(Cl)cc3nc2-c2ccc(OC)cc2)cc1,5,-6,0.0,-0.1
Cc1ccc(NC(=O)N2CCOc3ccccc32)cc1,-24,-7,-2.1,0.0
N#Cc1ccc(Cl)cc1NC(=O)COC(=O)CCC1CCCC1,2,-5,-0.5,-0.1
Cc1nn2c(=O)c(NC(=O)c3ccccc3)cnc2s1,-26,7,-0.6,0.1
CCCc1[nH]nc2c1C(c1ccccc1OCc1ccccc1)C(C#N)=C(N)O2 (centres undefined),-5,17,1.5,-0.1
O=C(Cn1nnc(-c2ccc([N+](=O)[O-])cc2)n1)NC1CC1,0,30,0.5,0.0
Cn1nc(NC(=O)Cc2ccccc2Cl)c2c1NC(=O)CC2c1cccs1 (centres undefined),10,-3,-0.2,-0.1
S=C(NCc1cccnc1)Nc1cccc2ccccc12,9,0,2.8,0.8
Cc1ccc(NC(=O)C2CCCN2C(=O)Nc2ccc(C)cc2)cc1 (centres undefined),-3,2,-1.1,0.7
Cc1cc(C)n(CC(O)Cn2ccc3ccccc32)n1 (centres undefined),-5,0,-0.6,-0.1
Cc1csc(NC(=O)CSc2ccc([N+](=O)[O-])cn2)n1,4,8,0.1,0.8
Cc1ccc(S(=O)(=O)NCC(=O)Nc2ccccc2F)cc1,-10,0,-1.6,-0.2
O=S(=O)(NCc1cccnc1)c1ccccc1,9,9,-1.2,0.0

Quoted at random: four entries already listed
canonical_smiles,TEAD-YAP block,MITF primary,GPR151 ag,FBW7 activator
COc1ccc(-c2nc3cc(C)c(Cl)cc3nc2-c2ccc(OC)cc2)cc1,5,-6,0.0,-0.1
Cc1cc(C)n(CC(O)Cn2ccc3ccccc32)n1 (centres undefined),-5,0,-0.6,-0.1
N#Cc1ccc(Cl)cc1NC(=O)COC(=O)CCC1CCCC1,2,-5,-0.5,-0.1
Cc1ccc(NC(=O)N2CCOc3ccccc32)cc1,-24,-7,-2.1,0.0
